# Screens from PubChem.
# FXIIa inh 1536 – human FXIIa protease inhibitors, primary screen, biochemical, 1536-well; inhibition, % at 5 µM; Coagulation factor XII (Homo sapiens), P00748; purified FXIIa, Boc-QGR-AMC fluorogenic substrate, 2 h; 0.3% of 220,000 active; in the data active = inhibition above about 40%;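 note: 0% = enzyme with no compound and 100% = blank without enzyme; many of its hits are not listed in these tables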
# FXIa inh 1536 – human FXIa protease inhibitors, primary screen, biochemical, 1536-well; Coagulation factor XI (Homo sapiens), P03951; purified FXIa, Boc-Glu-Ala-Arg-AMC fluorogenic substrate; inhibition, % at 5 µM; 0.14% of 220,000 active; AID 798, 2007;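 active = inhibition of at least 40%; inactive = inhibition below 40%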;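 note: fluorescence of freed AMC excited at 355 nm; 0% = enzyme without compound and 100% = no enzyme blank; many of its hits are not listed in these tables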
# p97 ATPase inh – inhibitors of human p97 ATPase, primary screen, biochemical. recombinant p97 ATPase, Kinase-Glo ATP luminescence, 3 h. Transitional endoplasmic reticulum ATPase (Homo sapiens), P55072. inhibition, % at 8 µM. 0.42% of 220,000 active; in the data active = inhibition above about 15%;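 note: 0% = DMSO vehicle and 100% = wells lacking enzyme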
# hK5 inh – human KLK5 protease inhibitors, primary screen, biochemical, 1536-well | inhibition, % at 5 µM | 0.59% of 210,000 active | AID 873, 2007 | Kallikrein-5 (Homo sapiens), Q9Y337 | recombinant hK5, fluorogenic AMC substrate cleavage;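 active = inhibition of 40% or more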;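 note: 0% = enzyme controls without compound and 100% = no-enzyme blanks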
# Rad51 HR inh – human RAD51 strand exchange inhibitors, primary screen, biochemical, fluorescence; 0.085% of 200,000 active; DNA repair protein RAD51 homolog 1 (Homo sapiens), Q06609; inhibition, % at 10 µM; hRad51 DNA strand exchange, fluorescence dequenching; AID 1385, 2008;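 active = inhibition above 40% at the single screening dose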;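 note: 0% = DMSO control wells and 100% = blanks with heterologous ssDNA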
# Target sequence (Q06609 whole entry, looked up): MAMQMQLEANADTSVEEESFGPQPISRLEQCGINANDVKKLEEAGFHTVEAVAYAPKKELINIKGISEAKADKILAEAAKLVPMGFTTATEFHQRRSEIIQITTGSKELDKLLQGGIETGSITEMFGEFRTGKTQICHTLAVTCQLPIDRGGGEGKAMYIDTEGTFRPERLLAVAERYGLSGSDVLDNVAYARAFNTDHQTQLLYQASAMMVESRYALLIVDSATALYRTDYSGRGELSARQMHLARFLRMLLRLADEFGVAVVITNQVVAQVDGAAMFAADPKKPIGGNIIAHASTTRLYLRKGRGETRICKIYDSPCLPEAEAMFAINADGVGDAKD
#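 Read-out basis: percent inhibition relative to plate controls and blanks / Assay system: human Rad51 nucleoprotein filaments preassembled on unlabelled ssDNA / Timing: filaments 15 min 37 °C, then compound 30 min / Control set: per-plate controls and blanks / Technique: fluorescence dequenching at 485/520 nm / Compound: 10 µM final, single point / Also added: Fluorescein- and BHQ1-tagged 47-mer duplex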
# Wee1 degr inh – Wee1 degradation inhibitors, primary screen, cell-based, HeLa, Wee1K328M-luciferase, luminescence | HeLa Luc-Wee1K328M stability; 100% = proteasome inhibitor MG132 effect | reporter increase, % at 5 µM | 1.2% of 220,000 active;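 active = activation above the mean of all tested compounds plus 3 SD, set per screening run, cut at about 8.8% in these data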;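 note: cells exposed to compound for 20 h before luminescence read; 0% = DMSO alone and 100% = MG132 at 30 µM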
# 14-3-3 Bad inh – inhibitors of 14-3-3 zeta/Bad binding, primary screen, biochemical, TR-FRET, bovine 14-3-3 zeta; 14-3-3 protein zeta/delta (Bos taurus), P63103; TR-FRET 14-3-3zeta/Dy647-pBad peptide displacement, 1 h; inhibition, % at 21.7 µM; 0.71% of 220,000 active;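 active = inhibition above about 70%, limit read from the data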;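 note: 0% = full 14-3-3 plus peptide FRET controls and 100% = background without 14-3-3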
# Target sequence (P63103 whole entry, looked up): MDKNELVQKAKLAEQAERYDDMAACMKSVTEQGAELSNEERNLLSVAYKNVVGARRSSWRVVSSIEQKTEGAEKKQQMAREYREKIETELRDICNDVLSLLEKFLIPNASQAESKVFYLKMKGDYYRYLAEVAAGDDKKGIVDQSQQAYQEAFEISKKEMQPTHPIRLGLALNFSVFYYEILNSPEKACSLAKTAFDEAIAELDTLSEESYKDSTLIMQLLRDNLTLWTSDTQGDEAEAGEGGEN
# eIF4E 4G PPI – eIF4E–eIF4G protein interaction inhibitors, primary screen, biochemical, uHTS, TR-FRET, eIF4GI fragment; inhibition, % at 21.7 µM; 0.37% of 220,000 active; TR-FRET eIF4E-eIF4GI(517-606) binding, 2 h;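 active = inhibition above about 30%, limit read from the data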;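 note: 0% = full FRET control wells and 100% = background wells lacking eIF4GI fragment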
# Mdm2 ligase inh – MDM2-luciferase reporter signal enhancers, primary screen, MDM2 E3 ligase inhibitor project, cell-based, luminescence, 1536-well; E3 ubiquitin-protein ligase Mdm2 (Homo sapiens), Q00987; cell-based MDM2 ubiquitination luciferase reporter, 2 h; 0 = plate control, 100 = twice control, blank-subtracted; signal enhancement, % at 5 µM; 0.11% of 210,000 active;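 active = signal enhancement of 30% or more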;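 note: luminescence tracks abundance of the self-degrading MDM2-luciferase fusion protein; higher signal means inhibition of MDM2 E3 ligase activity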
# Target sequence (Q00987 whole entry, looked up, the tested form may be a part): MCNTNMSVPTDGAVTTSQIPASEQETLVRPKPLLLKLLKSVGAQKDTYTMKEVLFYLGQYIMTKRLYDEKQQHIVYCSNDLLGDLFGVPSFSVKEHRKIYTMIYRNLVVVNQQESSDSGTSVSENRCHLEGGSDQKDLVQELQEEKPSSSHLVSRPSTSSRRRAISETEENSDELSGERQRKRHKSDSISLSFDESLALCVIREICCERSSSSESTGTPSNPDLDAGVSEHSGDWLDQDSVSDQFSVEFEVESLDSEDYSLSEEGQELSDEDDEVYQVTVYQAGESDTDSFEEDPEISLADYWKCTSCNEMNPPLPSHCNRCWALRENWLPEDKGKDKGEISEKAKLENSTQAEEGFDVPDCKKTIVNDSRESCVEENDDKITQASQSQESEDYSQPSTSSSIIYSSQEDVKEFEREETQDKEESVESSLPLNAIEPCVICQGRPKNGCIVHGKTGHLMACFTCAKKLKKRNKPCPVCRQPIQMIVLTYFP
#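 Buffer or medium: Cells held in DMEM | Assay system: Stable mammalian line carrying autodegrading MDM2–luciferase fusion reporter | Quantity: 2000 cells/well | Times: 4 h settle plus 2 h compound, 37 °C | Doses: One concentration, 5 µM, with 0.2% DMSO | Technique: Luminescence with SteadyLite reagent, 15 min at room temperature | Benchmarks: Plate controls and plate blanks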
# * marks the source's active call; other numbers are inactive results; x = not tested or not shown; [ ] = another dose, or the depositor's remark.
item	SMILES	p97 ATPase inh	Rad51 HR inh	FXIa inh 1536	14-3-3 Bad inh	eIF4E 4G PPI	Wee1 degr inh	hK5 inh	FXIIa inh 1536	Mdm2 ligase inh
1	Cc1nn(Cc2ccccc2)c(C)c1/C=N/NC(=O)c1ccccc1O	-3	x	-1	13	-9	2	0	4	-8
2	CCCCn1c(CCCNC(=O)CC)nc2ccccc21	2	-2	2	2	0	-2	-8	-9	-5
3	CC(=O)CCc1c(C)nc2ccc(C)cc2c1Cl	3	6	2	-1	1	3	-2	4	8
4	Cc1cc(C)c(NC(=S)NC(=O)c2c(Cl)c(C)nn2C)c([N+](=O)[O-])c1	8	-31	3	2	3	1	-12	15	-6
5	CCOC(=O)C1CCCN(CC(=O)Nc2c(F)c(F)c(F)c(F)c2F)C1 (configuration not stated)	-2	3	3	-6	-5	-2	-20	15	-18
6	Cn1c(=O)c2c(nc(NCc3ccc4c(c3)OCO4)n2Cc2ccccc2)n(C)c1=O	1	14	-2	-14	-11	4	3	7	-10
7	O=C(Nc1ncc(S(=O)(=O)c2ccc([N+](=O)[O-])cc2)s1)c1cccnc1	7	x	-3	2	-2	-3	0	9	-4
8	Cc1ccc(S(=O)(=O)CCSc2nccn2C)cc1	9	-13	-9	-6	4	0	9	-1	-10
9	COc1ccc(-n2nnnc2SCC(=O)NCCc2ccc(OC)c(OC)c2)cc1	4	-2	-6	3	2	4	-22	11	-28
10	CCC(c1nnnn1Cc1ccc(OC)cc1)N1CCN(c2ccc(OC)cc2)CC1 (configuration not stated)	-2	6	0	7	4	-5	5	14	4
11	Cc1ccc(S(=O)(=O)N(C)CC(=O)Nc2nc3ccccc3s2)cc1	2	-1	-9	-16	2	2	1	0	-2
12	NC(=O)c1sc2nc3c(c(-c4cccnc4)c2c1N)CCC3	1	4	11	-10	2	2	-5	17	-9
13	O=C(CSc1nnnn1Cc1ccccc1)c1ccccc1F	3	0	-2	2	-1	-1	-8	5	-5
14	Cc1nn2c(N)c(C#N)cnc2c1-c1ccccc1	0	4	7	4	-6	0	-3	10	-10
15	O=[N+]([O-])c1ccc(N2CCN(S(=O)(=O)Cc3ccccc3)CC2)cc1N1CCOCC1	-5	-4	3	-10	-7	0	-5	-9	-9
16	CCOCCCNC(=O)CN1C(=O)/C(=C\c2ccc(C)cc2)Sc2ccccc21	-6	6	-1	-13[fluorescence artefact?]	7	0	-16	7	-11
17	Cc1ccccc1NC(=O)CSc1nc(N)c(C#N)c(-c2cccs2)c1C#N	-6	-4	2	8[fluorescence artefact?]	2[fluorescence artefact?]	3	5	2	0
18	Cc1ccc(C(=O)C2CCN(CC(=O)Nc3ccc(N(C)C)cc3)CC2)cc1	-1	2	2	-3	-7[fluorescence artefact?]	-2	-10	8	-1
19	CC(=O)NS(=O)(=O)c1ccc(NC(=O)c2ccc(Cl)cc2[N+](=O)[O-])cc1	1	3	10	3	-3	0	-16	6	-1
20	Cc1cc(C)cc(NC(=O)c2ccc(Cn3nc(C)c(Cl)c3C)o2)c1	-1	-1	4	-7[fluorescence artefact?]	4	4	120*	31	x
21	CSc1nsc(/C=C/Nc2ccc(F)cc2)c1C#N	5	-40	-2	-7	1	4	-1	6	35*
22	CN(c1ccc(OCC(=O)Nc2ccc3[nH]c(=O)[nH]c3c2)cc1)S(=O)(=O)c1ccc(Cl)cc1	9	-1	2	-2	-16	-1	-14	13	-13
23	Cc1[nH]c2ccccc2c1C(c1ccccn1)N1CCC(C)CC1 (configuration not stated)	2	-10	3	-2	-6	3	9	17	-5
24	COC(=O)c1cccc(NC(=O)CN(c2ccc3c(c2)OCO3)S(C)(=O)=O)c1C	-3	x	3	2[fluorescence artefact?]	3[fluorescence artefact?]	-1	-9	-3	11
25	CCOC(=O)C1(CCc2ccccc2)CCN(Cc2cccc3nccnc23)CC1	-2	2	0	-8	-1	1	3	9	-4

# Among those listed so far, these have a thiophene ring, fused or not:
item	SMILES	p97 ATPase inh	Rad51 HR inh	FXIa inh 1536	14-3-3 Bad inh	eIF4E 4G PPI	Wee1 degr inh	hK5 inh	FXIIa inh 1536	Mdm2 ligase inh
12	NC(=O)c1sc2nc3c(c(-c4cccnc4)c2c1N)CCC3	1	4	11	-10	2	2	-5	17	-9
17	Cc1ccccc1NC(=O)CSc1nc(N)c(C#N)c(-c2cccs2)c1C#N	-6	-4	2	8[fluorescence artefact?]	2[fluorescence artefact?]	3	5	2	0

# Remaining list, next part.
item	SMILES	p97 ATPase inh	Rad51 HR inh	FXIa inh 1536	14-3-3 Bad inh	eIF4E 4G PPI	Wee1 degr inh	hK5 inh	FXIIa inh 1536	Mdm2 ligase inh
26	Cc1nc2ccccc2cc1C(=O)NCc1ccco1	-5	-5	3	1[fluorescence artefact?]	4	0	-10	3	2
27	CCN(CC)Cc1cc(CC(C(N)=O)C(N)=O)ccc1OC	4	0	19	5	4	-2	-8	27	-16
28	COc1ccc(CNC(=O)CSc2nc(C)cs2)cc1	7	6	1	-4	-1	2	-5	-5	-7
29	O=c1[nH]nc(SCc2ccccc2)n1C1CC2C=CC1C2 (configuration not stated)	-7	6	-1	-6	-3	-2	-12	7	-6
30	Cc1ccc(OCCC(=O)Nc2ccc(C)c(F)c2)cc1	-1	2	-2	-2	0	-1	-1	3	-5
31	CCCN(Cc1cc(=O)[nH]c2ccccc12)C(=O)CC	-7	-16	-6	76*	5	1	-2	1	-4
32	Cc1cc(OCc2nn[nH]n2)c2c(C)c(Cc3ccccc3)c(=O)oc2c1	-2	x	2	39	3[fluorescence artefact?]	-3	-11	14	-10
33	CC(C)OCCCn1c(=S)[nH]c2ncccc2c1=O	4	x	3	-14	10	4	-8	16	-2
34	CN(CCOc1cccc(C(F)(F)F)c1)Cc1ccccc1	0	5	-10	25	0	-2	-16	0	-1
35	O=C(COC(=O)CNC(=O)c1sc2ccccc2c1Cl)Nc1c(Cl)cc(Cl)cc1Cl	-3	6	6	-16	-1	-1	-10	3	1
36	CCOc1ccc(NC(=O)c2cccnc2SC)cc1	7	4	-6	-8	1	0	-5	3	-3
37	O=C(Nc1ccc2oc(=O)ccc2c1)c1ccccc1[N+](=O)[O-]	4	1	-6	14	2	3	-6	1	-14
38	O=C(Cc1coc2ccc3ccccc3c12)N1CCCC1	-4	1	-1	3	1[fluorescence artefact?]	2	-9	0	-12
39	CN(CCOc1ccccc1)CC(=O)Nc1ccc(Cl)c(S(=O)(=O)N(C)C)c1	-3	-2	-3	26	5	-2	-3	4	-3
40	COc1cccc(SCc2noc(C(=O)NCC3CCCO3)c2C(=O)O)c1 (configuration not stated)	-1	6	-2	43	-2	-2	-31	5	-20
41	Cc1cc(N2C(=O)CC(C(C)c3ccccc3)C2=O)no1 (configuration not stated)	-3	-3	9	4	7	-2	-7	29	2
42	Fc1ccc(C2c3[nH]c4ccccc4c3CCN2Cc2cccn2-c2ncccn2)cc1 (configuration not stated)	0	1	-6	-3	-2	1	-1	4	-6
43	Cc1cc(Nc2ccccc2F)n2nc(C)nc2n1	3	x	4	11	4[fluorescence artefact?]	-1	-22	12	x
44	CC(=O)c1cc(NC(=O)c2ccc([N+](=O)[O-])cc2)c(=O)oc1C	4	12	0	-3	0	-1	-7	7	5
45	Cc1ccc(C(=O)C[n+]2cccc3ccccc32)cc1	2	0	19	16	7	0	-14	27	-18
46	O=C(NC1CCS(=O)(=O)C1)C1CCCCN1S(=O)(=O)c1ccc(Cl)cc1 (configuration not stated)	6	-8	-1	-11	10[fluorescence artefact?]	-1	-15	9	-18
47	COc1ccc(CCNC(=O)c2cc3c(=O)n(C)c4ccccc4c3n2C)c(OC)c1	4	13	0	5	-3	1	2	7	-1
48	O=C(Nc1ccc(F)cc1)N1CCn2c(nc3ccccc32)C1	5	-1	1	-9	2	1	22	17	-3
49	CCOC(=O)C1=C(C)NC(C)=C(C(=O)OCC)C1/C=C/c1ccccc1OC	-6	-6	-7	0	-1	-3	-7	5	2
50	CCCCC1OC23CCCCC2C(C#N)(C#N)C1(C#N)C(=N)O3 (configuration not stated)	4	x	5	-13	-4	-1	1	15	-7
51	CNC(=S)N/N=C(\C)c1ccc(C)c(C)c1	1	12	3	-11[fluorescence artefact?]	15	-3	-18	7	6
52	Cc1nc2ccccc2c2c1C(=O)N(CCC1=CCCCC1)C2=O	-3	-1	4	-10	-11[fluorescence artefact?]	-1	-10	-4	-7
53	C=CCOc1ccccc1CNCCCN1CCOCC1	-5	7	-11	60	8	0	20	-18	-3
54	Cc1ccc(-c2nc(CS(=O)CC(=O)NCc3ccccn3)c(C)o2)cc1 (configuration not stated)	-7	3	-6	4	0	-2	-13	1	-8
55	COc1ccc(CC(=O)NNC(=O)c2cccs2)cc1	5	x	7	-28[fluorescence artefact?]	-2[fluorescence artefact?]	0	-3	17	4
56	CCCOC(=O)c1ccc(Nc2cc(C)nc3ncnn23)cc1	-12	3	-6	-4	4	0	-3	-10	-15
57	S=c1[nH]nc(-c2cccc3ccccc23)n1-c1cccnc1	6	-13	0	3	5	2	1	4	-2
58	COC(=O)c1ccc(CSc2nc3cc(Cl)ccc3s2)o1	3	-13	-5	-4	0	-1	-3	5	1
59	CC(C)[C@H](NC(=O)NCCc1ccccc1)C(=O)O	-4	3	-4	-14	1[fluorescence artefact?]	-1	-2	-6	0
60	CN(C(=O)CSc1nc2c(c(=O)[nH]1)CCC2)c1ccccc1	3	2	-2	-10	-10	0	-4	9	-12
61	COc1ccc(NC(=O)Cc2nc3ccccc3[nH]2)cc1	6	0	3	10	4	-1	-66	12	9
62	CCc1nc2ccccc2c(C(=O)O)c1C	0	3	0	15	3	-2	-3	-3	-8
63	Cc1cc(NC(=O)c2cccc(S(=O)(=O)N3CCCCCC3)c2)n(-c2ccccn2)n1	1	-1	3	12	3	-2	-16	5	-11
64	COc1cc(S(=O)(=O)NCCCN2CCOCC2)ccc1Cl	3	7	5	0	-10	1	-8	11	-6
65	Cc1c(C(=O)NCc2ccccn2)oc2ccccc12	-2	-9	-15	-5	-5	0	-7	-11	-16
66	COc1cc(OC)cc(C(=O)NC(C)c2ccc(Br)cc2)c1 (configuration not stated)	0	23	-5	-2	1	0	-5	2	-2
67	COc1ccc(/C=N/Nc2ncnc3sc4c(c23)CCCC4)cc1OC	1	-6	24	2	12	0	-15	30	-11
68	CCC(C)(C)c1ccc(OCCCC[n+]2cccc(C)c2C)c(C(C)(C)CC)c1	10	9	-1	9	11	-3	-3	2	-24
69	CON1C(=O)C(=O)N(OC)C(C)(C)C1(C)C	4	2	2	-7	-2	0	-4	3	-3
70	CC1CN(S(=O)(=O)c2ccc(NC(=O)c3ccco3)cc2)CC(C)O1 (configuration not stated)	-6	6	5	-7	-2	-3	2	11	10
